# Compound activity as filed in PubChem.
# DAX1 inh-1 – DAX1 (NR0B1) inhibitors on StAR promoter, primary screen, cell-based, luminescence, SF-1 (NR5A1), full-length DAX-1. HEK293T StAR-luciferase reporter, SF-1/DAX-1 repression relief. inhibition, % at 6.8 µM. hit rate 1.1% among 370,000. AID 652010, 2013;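 active = inhibition above the mean over all tested compounds plus 3 SD, cut at about 3.6% in these data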;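 also: 0% = DAX-1 cells with DMSO and 100% = cells lacking DAX-1 with DMSO; higher inhibition means more luminescence from relief of DAX-1 repression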
# NPR2 activator – human GC-B receptor activators, primary screen, HEK293 GC-B cells, cGMP TR-FRET, EC30 CNP; Atrial natriuretic peptide receptor 2 (Homo sapiens), P20594; 0% at EC30 CNP, 100% saturating CNP; activation, % at 10 µM; hit rate 0.11% among 370,000;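 active = activation at 10 µM reaching about 35% in either raw or pattern-adjusted values, limit read from the data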
# DAX1 inh-2 – DAX1 (NR0B1) inhibitors, primary screen, cell-based, HEK293, Gal4-DAX1, luciferase luminescence | HEK293 Gal4-DAX1 luciferase reporter | inhibition, % at 6.75 µM | AID 504766, 2011 | hit rate 0.99% among 340,000 | Nuclear receptor subfamily 0 group B member 1 (Homo sapiens), P51843;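 active = inhibition above the mean over all tested compounds plus 3 SD, cut at about 4.2% in these data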;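 also: 0% = DAX1-transfected cells with DMSO and 100% = empty-vector control cells with DMSO; inhibition shows as a rise in luminescence from relieved DAX1 repression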
# Target sequence (P51843 207-470 limits assumed): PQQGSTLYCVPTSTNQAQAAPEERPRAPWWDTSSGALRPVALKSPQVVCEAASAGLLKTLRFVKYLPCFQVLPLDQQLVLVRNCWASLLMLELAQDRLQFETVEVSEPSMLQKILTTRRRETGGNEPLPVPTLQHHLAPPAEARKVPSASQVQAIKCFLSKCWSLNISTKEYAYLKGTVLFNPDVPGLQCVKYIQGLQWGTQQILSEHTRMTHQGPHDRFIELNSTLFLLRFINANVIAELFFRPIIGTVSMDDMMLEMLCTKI
# KLK7 zymogen act – proKLK7 zymogen activators, primary screen, biochemical, fluorescence intensity; Kallikrein-7 (Homo sapiens), P49862; activation, % at 7 µM; hit rate 0.9% among 370,000; purified proKLK7, EDANS-DABCYL substrate fluorescence; 100% is mature enzyme control, 0% vehicle;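 active = activation above the mean of all tested compounds plus 3 SD, computed per campaign excluding outliers beyond control limits, cut at about 13% in these data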
# ssDAF-12 act – S. stercoralis DAF-12 nuclear receptor activators, primary screen, cell-based, luminescence, HEK293, GRIP1 co-expression, lit1-tk-luc; AID 652126, 2013; hit rate 1% among 370,000; HEK293 ssDAF-12/GRIP1 lit1-tk-luc reporter; % of 3 µM dafachronic acid response; Nuclear hormone receptor DAF-12 (Strongyloides stercoralis); activation, % at 6.8 µM;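 active = activation above the mean over all tested compounds plus 3 SD, cut at about 0.9% in these data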;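 also: 0% = DMSO-only wells and 100% = 3 µM delta7-dafachronic acid wells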
# hgDAF12 agonist – H. glycines DAF-12 receptor agonists, primary screen, cell-based, luminescence, HEK293, GAL4 fusion, UAS-luciferase; HEK293 GAL4-hgDAF12 UAS-luciferase reporter, agonist luminescence; normalized to butyrate control; AID 687014, 2013; Nuclear hormone receptor DAF-12 (Heterodera glycines), GAL4 fusion; hit rate 1.8% among 370,000; activation, % at 6.8 µM;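 active = activation above a cutoff set at the mean of all screened compounds plus 3 SD, cut at about 10% in these data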;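 also: 0% = DMSO wells and 100% = sodium butyrate wells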
# GAA850 FXN act – FXN promoter activators, primary screen, cell-based, luciferase luminescence, HEK293 lucGAA850 | AID 540364, 2011 | hit rate 0.56% among 360,000 | activation, % at 6 µM | HEK293 lucGAA850 FXN promoter luciferase reporter, 24 h; percent of 10 µM SAHA response;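 active = activation above the average of all compounds screened plus 3 SD, cutoff fixed separately per campaign, cut at about 7.5% in these data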;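 also: 0% = DMSO wells and 100% = 10 µM SAHA wells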
# NPR1 activator – GC-A stimulated cGMP production enhancers – HEK293 GC-A cells, cGMP TR-FRET, EC30 ANP, primary screen | Atrial natriuretic peptide receptor 1 (Homo sapiens), P16066 | 0% at EC30 ANP, 100% saturating ANP | activation, % at 10 µM | hit rate 0.14% among 370,000 | AID 1671463, 2021; in the data active = activation above about 40%
# sPLA2-III inh – human group III sPLA2 inhibitors, primary screen, biochemical, QFRET, BODIPY PC-A2 liposome substrate; inhibition, % at 12.2 µM; hit rate 0.56% among 370,000; QFRET BODIPY PC-A2 liposome hydrolysis, fluorescence; Group 3 secretory phospholipase A2 (Homo sapiens), Q9NZ20;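 active = inhibition above mean plus 3 SD of compounds lying within the high and low control bounds, cut at about 19% in these data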;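 also: 0% = median of test compound wells and 100% = no enzyme DMSO wells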
# Target sequence (Q9NZ20 whole entry, looked up): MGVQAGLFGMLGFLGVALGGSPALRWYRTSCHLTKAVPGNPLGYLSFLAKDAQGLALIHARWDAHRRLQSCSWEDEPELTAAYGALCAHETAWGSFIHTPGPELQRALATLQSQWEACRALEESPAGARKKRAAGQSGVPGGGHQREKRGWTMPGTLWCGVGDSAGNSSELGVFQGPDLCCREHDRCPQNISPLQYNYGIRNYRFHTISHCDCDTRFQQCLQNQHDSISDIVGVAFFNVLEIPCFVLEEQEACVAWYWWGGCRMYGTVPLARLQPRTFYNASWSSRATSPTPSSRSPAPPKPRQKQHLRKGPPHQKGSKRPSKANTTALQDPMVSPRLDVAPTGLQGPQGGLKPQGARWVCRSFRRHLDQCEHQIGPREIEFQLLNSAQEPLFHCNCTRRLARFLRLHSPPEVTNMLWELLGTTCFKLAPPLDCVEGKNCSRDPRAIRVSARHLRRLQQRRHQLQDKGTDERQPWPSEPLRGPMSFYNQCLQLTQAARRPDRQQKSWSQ
# SMARCA2 act – SMARCA2 (BRM) function activators, primary screen, cell-based, luminescence, high throughput. MG213 cells, MMTV-luciferase reporter, dexamethasone, overnight. activation, % at 9.1 µM. hit rate 1% among 370,000; in the data active = activation above about 7.8%;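 also: 0% = vehicle wells and 100% = reference activator wells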
# hcDAF12 agonist – H. contortus DAF-12 nuclear receptor activators, primary screen, cell-based, luminescence, HEK293, lit1-tk-luc reporter; HEK293 hcDAF-12 lit1-tk-luc reporter; 0% DMSO, 100% Δ7-dafachronic acid; activation, % at 6.8 µM; hit rate 1.4% among 370,000;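 active = activation above the mean of all tested compounds plus 3 SD, cut at about 5.5% in these data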;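 also: 100% = response to 3 µM Δ7-dafachronic acid high control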
# Starred values were filed as active, the others as inactive; nt = not tested or not shown.
entry	structure	DAX1 inh-1	NPR2 activator	DAX1 inh-2	KLK7 zymogen act	ssDAF-12 act	hgDAF12 agonist	GAA850 FXN act	NPR1 activator	sPLA2-III inh	SMARCA2 act	hcDAF12 agonist
1	Cc1cc(C(=O)NC2CC(C)(C)Cc3c2cnn3-c2ccc(F)cc2)no1 (stereo unspecified)	2.3	-1	0.4	0.5	-0.7	-3.2	4.0	-3	4	1	-2.0
2	O=C(CN1CCCc2ccccc21)NCc1ccc2c(c1)OCO2	0.2	2	2.1	0.3	0.0	-0.2	4.4	-4	3	-2	2.4
3	Cn1cc(S(=O)(=O)CC(=O)Nc2ccc3c(c2)OCO3)c2ccccc21	0.1	-8	1.2	0.5	-1.3	-0.9	-3.2	-4	2	-2	0.2
4	Cc1ccc(O)c(N/C=C/C(=O)c2ccc(F)cc2)c1	-0.3	-3	3.2	-0.3	-1.5	0.0	11*	-2	-14	5	0.0
5	CC(O)(c1ccccc1)c1nc(/C=C/c2ccccc2)cs1 (stereo unspecified)	0.9	-1	nt	-0.5	-1.2	3.2	2.8	5	-23	-1	-1.2
6	CCOC(=O)c1c(S(=O)(=O)N(C)Cc2ccco2)c(C)n(C)c1C	-1.7	2	0.0	-0.1	-1.4	-1.1	0.2	-6	3	-3	0.5
7	COc1ccccc1/C=N/NC(=O)c1cccc(NC(=O)c2ccccc2Cl)c1	0.5	5	1.6	0.3	-1.6	1.6	2.7	0	-2	1	-0.8
8	Cc1ccc(Cn2c(C(C)Nc3nc(-c4ccc(Cl)cc4)cs3)nc3cc(C(=O)NCCCO)ccc32)cc1 (stereo unspecified)	1.1	5	-0.4	-0.3	-1.5	3.2	1.0	-2	-5	-1	0.4
9	CN(C)c1ccnc(Oc2ccccc2)c1C#N	-0.1	-3	1.1	-0.6	-0.9	0.1	0.3	-4	3	-2	-2.3
10	Cc1ccc(S(=O)(=O)N2CCN(C(=O)COC(=O)COc3cccc4c3OC(C)(C)C4)CC2)cc1	0.5	-1	2.2	0.0	-1.0	0.4	0.2	-2	-10	-2	-1.3
11	O=C(CC1C(=O)NCCN1C(=S)Nc1ccccc1)Nc1ccc(F)cc1 (stereo unspecified)	0.0	4	2.8	0.1	-1.0	-1.1	1.0	2	4	-2	-1.0
12	CC1(c2cccc(Br)c2)NC(=O)N(CC(=O)Nc2ccc(F)cc2)C1=O (stereo unspecified)	-0.1	6	-0.8	0.3	-1.4	-2.5	0.2	1	-2	-1	-1.8
13	COc1ccc(Br)cc1CN1CCN(C(=O)c2cccc(F)c2)CC1	0.1	-3	-1.1	0.8	-1.3	-3.6	1.2	0	-1	-2	-1.2
14	CCCn1c(SCC(=O)N2CCCC2)nc2c1c(=O)n(C)c(=O)n2C	-0.7	0	1.0	-0.2	-1.1	-2.8	4.7	5	7	-2	-0.4
15	O=C(c1ccc(S(=O)(=O)N2CCOCC2)cc1)N1CCN(c2ccccc2)CC1	0.5	6	0.7	0.5	-0.3	0.3	3.1	-3	7	6	-1.8
16	Cc1ccc(NC(=O)CN(C)CC(=O)Nc2ccc(F)c(F)c2F)c(Cl)c1	-1.5	4	2.7	-1.2	-1.8	-0.8	-0.5	3	-10	2	-0.3
17	CCn1c(C)c(/C=N/Nc2nc3ccccc3s2)c2ccccc21	0.9	-6	-0.8	-2.6	0.3	11*	2.6	-8	4	-1	12*
18	Cc1ccc(S(=O)(=O)N2CCCCC2)cc1C(=O)Nc1ccc(N2CCOCC2)cc1	0.3	-1	0.0	0.4	-1.1	-0.7	1.1	-2	4	-3	-0.4
19	C=CCn1c(=O)c(C(=O)Nc2ccccc2O)c(O)c2ccccc21	-0.1	-4	1.1	0.0	1.0*	0.7	3.0	1	6	0	3.1
20	O=C(COc1ccccc1[N+](=O)[O-])OCC(=O)N1CCC(Cc2ccccc2)CC1	-0.4	2	-0.7	-0.3	-1.1	-0.8	1.4	-1	-10	0	7.6*
21	CC[n+]1c(/C=C/C=C/N(C(C)=O)c2ccccc2)sc2ccccc21	-0.8	-3	-1.3	0.0	-1.2	-0.7	0.6	-10	13	2	-0.3
22	CC(C)Cc1nnc(NS(=O)(=O)c2ccccc2)s1	1.0	0	-0.7	-0.2	-1.0	-1.5	-0.4	4	-6	-1	-1.2
23	CCOC(=O)Cn1nc(-c2ccc(C)cc2)ccc1=O	0.9	-2	1.6	0.6	-1.1	0.3	-0.3	4	0	6	-0.5
24	CC(=O)Nc1ccc(S(=O)(=O)NC(CSc2ccc(C(=O)O)cc2[N+](=O)[O-])C(=O)O)cc1 (stereo unspecified)	-0.2	3	1.6	-0.7	-1.0	-0.2	-1.8	3	-2	-3	-2.8
25	c1nc2sc3c(c2c2nnnn12)CCCC3	0.8	-2	0.5	-0.7	-0.6	3.7	-0.3	6	-5	0	1.6
26	CC(C)C[C@@H]1COc2cccc(N(C)CCO)c2S(=O)(=O)N1	0.2	0	nt	-0.2	0.3	5.1	nt	3	3	2	-1.0
27	Cc1ccc(C2C(=O)N(C3CCCC3)CC(=O)N2C2CCCCC2)cc1 (stereo unspecified)	-0.8	-14	0.2	0.6	-1.2	-2.2	-2.2	-30	-1	-1	-1.2
28	CCCCC(CC)C(=O)Nc1ncc([N+](=O)[O-])s1 (stereo unspecified)	-3.7	1	-1.1	0.1	-2.2	-6.2	-0.9	-1	-11	-6	-3.0
29	CCOC(=O)[C@]12CCCC=C1N(Cc1cccc3ccccc13)C(=O)[C@H](CC(=O)NCc1ccccc1)C2	0.9	4	nt	-0.3	-0.8	0.9	nt	-2	-19	-4	0.0
30	CNC(=O)N(O)C1N(/N=C/c2ccccc2OC)C(=S)SC1(C)C (stereo unspecified)	0.0	2	2.3	-0.9	-1.6	-1.6	0.5	3	6	-3	-0.1

# (list continues)
entry	structure	DAX1 inh-1	NPR2 activator	DAX1 inh-2	KLK7 zymogen act	ssDAF-12 act	hgDAF12 agonist	GAA850 FXN act	NPR1 activator	sPLA2-III inh	SMARCA2 act	hcDAF12 agonist
31	COC(=O)Oc1ccc(/C=N/NC(=O)CSCc2ccc(Cl)cc2)cc1OC	-1.6	6	-1.7	0.5	-2.2	-2.1	-0.1	2	-17	-2	-3.8
32	O=C1N/C(=C\c2ccccc2)C(O)=C1C=NCc1ccccc1	0.6	-2	1.0	0.2	-1.0	4.5	2.7	-2	2	3	1.3
33	Fc1ccc(F)c(C2=NNC(=NCC3CCCO3)SC2)c1 (stereo unspecified)	1.0	-1	1.6	-0.2	0.1	12*	2.8	5	-2	-2	5.0
34	CCCCCCCCNS(=O)(=O)/C=C/c1ccc(OC)cc1CNC(=O)OC(C)(C)C	-1.2	-7	nt	0.8	-1.3	1.2	nt	-5	-3	-5	-0.9
35	CCCCOC(=O)C1=C(C)Nc2nnnn2C1c1ccccc1Cl (stereo unspecified)	-0.7	-8	-1.2	0.6	-1.8	-3.9	1.5	-6	-16	-4	-1.9
36	c1cncc(-c2noc(-c3ccco3)n2)c1	0.8	6	1.0	0.0	-1.0	8.0	3.0	4	4	7	2.4
37	Cc1ccsc1C(=O)N1CCCCCC1(C)C(=O)NCC(C)C (stereo unspecified)	0.0	0	nt	0.2	-1.3	1.4	-1.3	0	7	0	-1.1
38	O=C(Cc1ccccc1)NN=C1CCCC1	-0.6	1	0.9	0.0	-1.0	2.1	2.0	-3	13	-1	-0.2
39	COc1cc(Cn2c3ccc(NC(=O)CC(C)C(F)(F)F)cc3c(=O)n2C)ccc1F (stereo unspecified)	-1.1	3	nt	17*	-1.1	-0.5	-1.9	4	-1	-2	-2.1
40	COc1ccc(OC)c(CN(CCCN2CCOCC2)C(=O)Nc2ccccc2)c1	1.1	-3	1.2	-0.7	-0.6	-3.1	-1.9	-5	0	2	-2.3
41	CCOC(=O)CCCSc1nc2sc3c(c2c(=O)[nH]1)CCC3	0.9	-5	0.1	0.0	-0.6	1.8	5.0	1	-5	-1	-0.8
42	CCCCNC(=O)NNC(=O)c1ccoc1C	0.7	-8	0.0	0.0	-0.7	2.6	-0.8	0	-4	6	1.1
43	CCNC(=O)CN(CCc1ccccc1)S(=O)(=O)c1ccc(OC)cc1	0.1	4	-0.3	-0.1	-0.7	1.5	1.1	-2	2	-2	-1.1
44	COc1ccc(C)cc1-n1nnnc1SCc1nc2ccccc2c(=O)[nH]1	-0.9	-3	-0.3	-0.6	-1.8	4.7	-2.5	-7	2	-5	1.4
45	COc1ccc(NC(C)=O)cc1S(=O)(=O)Nc1ccccc1C(=O)NCCc1ccccc1	1.3	-1	1.6	-1.0	-0.1	10	2.9	-5	-10	6	4.5
46	CN(c1ccc(Br)cc1)S(=O)(=O)c1ccc2[nH]cc(C(=O)NCCN3CCOCC3)c(=O)c2c1	0.9	-3	0.7	-0.7	-1.4	0.9	-1.1	2	-6	0	1.7
47	Cc1ccn(C(=O)c2ccc(NC(=O)C3CCCCC3)cc2)n1	0.8	-1	-1.0	-0.4	-0.6	5.1	1.3	0	10	4	2.2
48	Cc1ccc(N2C(=O)C3C4C=CC(CNC(=S)Nc5ccc(F)cc5)(O4)C3C2=O)cc1 (stereo unspecified)	-0.2	3	-1.1	-0.5	-0.8	-1.2	-0.8	4	10	-1	-1.0
